mcGAS inh: mouse cGAS inhibition by luminescence | inhibition, % at 12.5 µM | recombinant cGAS, Kinase-Glo ATP depletion luminescence | 160,000 tested, 0.15% active | AID 1259399;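 also: 0% = negative control wells and 100% = reference inhibitor with no enzyme activity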
NPYLR7 ag: activates Aedes aegypti NPYLR7 receptor; HEK293T NPYLR7/Galpha15, GCaMP6s calcium fluorescence; activation, % at 10 µM; 270,000 tested, 0.15% active; AID 1259423; in the data active = activation above about 40%;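 also: 0% = vehicle and 100% = reference agonist at the receptor; some compounds past the cut are filed as inactive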
hcGAS inh: inhibitors of human cGAS | Q8N884 | recombinant h-cGAS, ATP depletion, Kinase-Glo luminescence | inhibition, % at 12.5 µM | 290,000 tested, 0.081% active | AID 1259398;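 also: 0% = vehicle reaction and 100% = reaction without DNA for no activity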
Target sequence (Q8N884 whole entry, looked up): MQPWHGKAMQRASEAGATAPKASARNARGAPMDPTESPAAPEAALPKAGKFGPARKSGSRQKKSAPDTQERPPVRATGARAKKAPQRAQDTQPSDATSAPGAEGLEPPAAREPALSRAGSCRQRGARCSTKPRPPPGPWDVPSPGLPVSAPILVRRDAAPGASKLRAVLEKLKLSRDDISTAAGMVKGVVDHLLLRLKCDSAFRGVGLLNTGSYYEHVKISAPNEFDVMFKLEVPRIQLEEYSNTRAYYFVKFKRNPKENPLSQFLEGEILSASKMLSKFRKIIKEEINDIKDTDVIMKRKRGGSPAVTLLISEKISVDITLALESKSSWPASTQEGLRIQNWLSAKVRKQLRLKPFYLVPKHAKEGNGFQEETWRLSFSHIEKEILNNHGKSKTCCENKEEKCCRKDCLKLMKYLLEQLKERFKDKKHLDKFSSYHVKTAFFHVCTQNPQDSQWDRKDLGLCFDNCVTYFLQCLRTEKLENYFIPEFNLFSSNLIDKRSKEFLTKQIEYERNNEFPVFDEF
An asterisk follows results filed as active; / = not tested or not shown; & = joins results of further samples. Rule as the data show it, unless noted: active = inhibition above about 40%; inactive = the rest.

SMILES	mcGAS inh	NPYLR7 ag	hcGAS inh
O=C(O)c1[nH]ncc1CN1CCN(c2nsc3ccccc23)CC1	/	22.7	-7.3
CCN1CCc2cc(OC)c(OC)cc2C1CNC(=O)c1cccc(Cl)c1 (centres undefined)	1.3	-6.7	-1.0
Cn1c(=O)c2c(nc(N3CCOCC3)n2CCSc2nc3ccccc3s2)n(C)c1=O	-8.2	/	-6.3
COC(=O)c1cn(Cc2nc(-c3cc(OC)c4c(c3)OCO4)oc2C)cn1	/	11.0	-9.3
Cc1ccc(N2C(=O)CSC2c2c(F)cccc2Cl)cc1F (centres undefined)	/	-6.1	-9.0
COc1ccc(CNC(=O)CN(C)Cc2ccc(C3CC3C)o2)cc1OC (centres undefined)	/	2.2	-7.1
Cc1cccc(-c2cn(CCCn3nnc4ccccc43)nn2)n1	/	-0.2	-3.7
OCC1(CCOc2ccccc2)CCCN(c2nccc3occc23)C1 (centres undefined)	/	23.1	-5.0
COc1ccc(C(=O)Nc2c(-c3ccc(C)cc3)nc3ccc(C)cn23)cc1	-8.4	-2.8	-10.7
CCOc1ccc(NC(=O)Cn2nnc(C(=O)Nc3ccc(C)c(C)c3)c2N)cc1	-6.7	-6.4	-6.6
Cc1nc(CN(C)Cc2c(C)n(C)n(-c3ccccc3)c2=O)no1	-16.0	5.7	-5.5
Cc1oc(C(C)(C)C)cc1C(=O)N1CCN(C2c3ccccc3CCc3ccccc32)CC1	-7.2	19.6	-11.2
COc1cc(NS(=O)(=O)c2ccccc2Cl)c(OC)cc1Cl	-1.9	-6.2	-6.0
O=C(c1ccc(C(F)(F)F)o1)N1CCC2(CC1)CCN(Cc1ccccc1)C2=O	/	-4.5	4.8
Cn1c2ccccc2n2c(C=O)c(-c3ccccc3)nc12	/	-10.6	-3.0
COc1nc(-c2ccccc2C)n(-c2ccc(NC(=O)c3ccc(Br)cc3)cc2)n1	-1.0	/	-0.8
Cc1ccc(S(=O)(=O)Nc2cccc(C3SCC(=O)N3c3ccc(C(F)(F)F)cc3)c2)cc1 (centres undefined)	-5.7	7.4	-5.0
O=C(NCCCn1ccnc1)c1ccc(Br)o1	/	4.0	-9.2
C=CCn1c(SCCO)nc2scc(C3CC3)c2c1=O	/	-2.0	-4.5
CCOC(=O)CN1CCN(c2cc(OC)ccc2OC)C(=O)C1C (centres undefined)	/	-1.0	-4.1
COCCNC(=O)c1ccc(Cn2c(C)csc2=NC(=O)c2ccco2)o1	-0.4	/	-3.8
CC(C)c1ccccc1NC(=O)NCCN1CCN(c2ncccn2)CC1	/	-2.7	-1.7
Cc1cc(O)c(C2=Nc3ccccc3SC(c3ccc([N+](=O)[O-])cc3)C2)c(=O)o1 (centres undefined)	/	-16.5	2.9
C/C=C/C(=O)Nc1cc(C)nn1-c1nc(C)cc(=O)[nH]1	-3.1	8.9	-2.9
Cc1ccc(CNC(=O)CN2CCc3sccc3C2)cc1	/	2.1	-1.5
Cc1nn2c(-c3ccncc3)nnc2c2ccccc12	-8.1	-0.9	-5.8
Nn1ccc2nc3ccn(C4CCCCCC4)c(=O)c3cc2c1=O	/	2.6	-7.0
Cc1ccn2c(NC3CCCCC3)c(-c3cccc(O)c3)nc2c1	/	6.9	-3.6
COc1ccc(C(CC(=O)NC(C)CCc2ccccc2)c2c[nH]c3ccccc23)c(OC)c1 (centres undefined)	-8.8	/	-10.8
COC(=O)c1[nH]ncc1CN1CCN(c2ccccc2OC)C(C)(C)C1	-16.8	0.1	-4.8
O=C(NC(=S)NC1CCCCCCC1)c1ccco1	/	1.4	-4.5
CCn1cncc1CNC(=O)c1cccc(NCc2cccnc2)c1C	-15.7	6.6	-7.0
COc1ccc(NC(=O)CCN(Cc2ccccc2)c2nc(-c3ccco3)nc3ccccc23)cc1	-5.4	21.5	-6.6
c1ccc(CN(Cc2ccccn2)[C@H]2C[C@H]3CCOC[C@@]3(c3ccccc3)C2)cc1	-7.5	5.8	-3.2
CSc1ccccc1NC(=O)CN(C)CCOC1CCCCC1C (centres undefined)	/	1.9	-0.5
COc1ccc(CN2CCn3nc(C(=O)N4CC(C)OC(C)C4)cc3C2=O)cc1 (centres undefined)	-6.9	7.0	-3.5
O=C(O)c1ccc(C(=O)O)s1	-2.0	17.8	-1.2
CCCN1CC(NC(=O)C(=O)Nc2ccccc2Cl)CC1=O (centres undefined)	/	11.7	-5.0
CCOCCOc1ccccc1C(=O)N1CC[C@H](O)C[C@@H]1C(=O)O	-13.9	6.1	-1.7
CCc1ccc(-c2nc3c(c(=O)[nH]2)CN(C(=O)c2ccc(C(C)(C)C)cc2)CC3)cc1	-2.3	27.5	-1.3
Cc1nnsc1C(=O)N1Cc2cnn(Cc3ccc(F)cc3)c2C1	/	5.9	-1.7
Cc1nc(SCC(=O)Nc2c(C)cccc2C)c2c3c(sc2n1)CCC3	-3.4	-3.1	-2.8
CCNc1ncc(C(=O)N(C)Cc2ccc(OC)c3ncccc23)cn1	-15.7	5.3	-0.9
Cc1cc2c(SCC(=O)Nc3ccccc3)ncnc2s1	/	-9.1	-6.2
CC(Cc1cnccn1)NC(=O)C1(N(C)Cc2ccccc2)Cc2ccccc2C1 (centres undefined)	-16.1	8.2	-4.9
CC(OC(=O)C1CSC2(CCCC2)C(=O)N1)C(=O)NCc1ccccc1Cl (centres undefined)	/	0.1	0.7
Cc1sc2nc(C(C)C)nc(N3CCN(C(=O)c4ccc(Cl)cc4)CC3)c2c1C	-3.6	-11.7	-5.4
CCOC(=O)C(CC)Sc1nnc(NC(C)=O)s1 (centres undefined)	-7.0	-2.0	-8.5
CCCNC(=O)Cn1c(=O)c2c(OCC)c(C)cnc2n(C)c1=O	-4.9	8.5	-3.8
CNC(=O)c1ccc(=O)n(Cc2ccc(F)cc2Br)c1	/	-4.8	-1.5
Cc1nc2ccccc2c(=O)n1N=Cc1ccccc1O	-5.8	-3.7	-6.6
CCOCCn1c(=O)c2c(nc3n2CC(C)CN3c2cccc(Cl)c2)n(C)c1=O (centres undefined)	-9.2	3.0	-5.8
CCOC(=O)c1ccc2c(c1)nc(SCc1cccc(C(=O)OC)c1)n2Cc1ccco1	-3.2	3.0	-0.2
CCN(Cc1noc(CC(C)C)n1)Cc1c(C)nn(C(C)(C)C)c1C	-7.6	/	-13.4
COc1ccccc1N1C(=O)C2C(C1=O)C1C=CC2C12CC2 (centres undefined)	/	-5.7	1.6
Cn1c(C2CCCO2)nc2cc(NC(=O)CC3CCCC3)cc(C(=O)NC3Cc4ccccc4C3)c21 (centres undefined)	-10.6	22.8	-7.8
Cc1noc(C(F)(F)F)c1C(=O)Nc1cccc(N2CCN(CC3CC3)CC2)c1	/	-1.3	-4.6
CNC(=O)c1ccc(-c2cccc3ccccc23)o1	/	-2.5	-3.7
COc1cc(NC(=O)c2cc(C(C)C)no2)ccc1NC(=O)CC(C)C	-15.4	-1.4	-6.8
CSc1ccc(C=C2N=C(c3ccccc3OC(F)F)OC2=O)cc1	-6.7	2.5	-9.4
Later entries
SMILES	mcGAS inh	NPYLR7 ag	hcGAS inh
CCC(=O)N[C@@H]1c2ccccc2C2(CCN(C(=O)c3ncc(C)[nH]3)CC2)[C@H]1OCc1cccnc1	/	10.8	5.8
O=C(CSc1nnc(CNC(=O)c2cccs2)n1-c1cccc(C(F)(F)F)c1)Nc1ccccc1F	/	-7.6	-3.5
CCOc1ccc(NC(=O)c2cncc(Br)c2)cc1F	/	-1.4	-11.9
COC(=O)c1ccc(C)c(-n2c(N)c(C(=O)NCc3ccco3)sc2=S)c1	-7.4	6.9	-5.9
NC(=O)c1cccc(OCCC(=O)N2CC3(CC3)c3ccccc32)c1	/	-0.7&1.9	-7.3&-1.7
CC(C)(C)c1ccc(SCc2ccc(C(=O)N3C4CCC3CC(Oc3ccc(F)cc3F)C4)cc2)cc1 (centres undefined)	-7.1	7.0	-11.2
O=C(CC12CC3CC(CC(C3)C1)C2)NNC(=O)C12CC3CC(CC(C3)C1)C2	/	4.0	-5.3
OC(COc1ccccc1CN1CCc2ccccc2C1)CN1CCCCC1 (centres undefined)	/	-2.2	-2.0
C=CCOCC(O)CN(Cc1ccc(C)o1)C1CC1 (centres undefined)	-3.4	35.8	0.1
COc1ccccc1NC(=O)C1=C(C)NC(=O)NC1c1ccc(Cl)cc1 (centres undefined)	-5.2	-0.7	-3.4
Cc1ccc(Cn2nc(-c3ccc4c(c3)OCO4)ccc2=O)cc1	/	10.4	-10.9
O=C1CC(C(=O)NCCCCc2ccccc2)c2ccc(F)cc2N1 (centres undefined)	/	3.3	-3.1
COc1cc(C)c(NC(=O)c2cc(C)c(C)s2)cc1OC	/	1.0	-8.9
CCSc1nc(NCC(C)C)c2cnn(CCNC(=O)c3ccc4ccccc4c3)c2n1	-5.2	-0.3	8.0
COC(=O)C1=C(C)N(C2CC2)C(=O)NC1c1ccc(Cl)cc1Cl (centres undefined)	-4.4	1.3	-2.9
COc1ccc(OC)c2[nH]c(=O)c(CCNC(=O)CCC3CCCCC3)cc12	-1.6	1.7	8.7
CN(Cc1ccc(Cl)cc1Cl)C(=O)c1cccc(CN2C(=O)CSC2=O)c1	-9.1	3.6	-3.2
COc1ccc(C)cc1NC(=O)N1CCc2cc(OC)c(OC)cc2C1c1cccc(Cl)c1 (centres undefined)	-7.9	19.9	-4.4
CN(CC1COCCO1)C(=O)c1cn(Cc2cccc(C(F)(F)F)c2)nn1 (centres undefined)	/	6.5	-3.0
c1cncc(-c2noc(C3CCCN(Cc4cc5n(n4)CCCNC5)C3)n2)c1 (centres undefined)	/	11.8	-6.2
Cn1cc(CC(=O)NCc2cnn3ccccc23)c2ccccc21	-14.8	-3.2	-5.0
CCSc1nc(CC(=O)N(C)Cc2csc(C(C)C)n2)cs1	-17.4	16.8	-3.0
CC1(Cc2ccc(C(F)(F)F)o2)C(=O)Nc2ccc(-c3cccnc3)cc21 (centres undefined)	-2.3	2.8	-1.7
O=C(Nc1ccc2c(c1)OCO2)N1CC(=O)N2CCc3cc(F)ccc3C2C1 (centres undefined)	-5.9	-0.7	-4.8

Arranged by heavy-atom count (high to low): ten of the compounds above
SMILES	mcGAS inh	NPYLR7 ag	hcGAS inh
COc1ccc(C)cc1NC(=O)N1CCc2cc(OC)c(OC)cc2C1c1cccc(Cl)c1 (centres undefined)	-7.9	19.9	-4.4
CCSc1nc(NCC(C)C)c2cnn(CCNC(=O)c3ccc4ccccc4c3)c2n1	-5.2	-0.3	8.0
COc1ccc(OC)c2[nH]c(=O)c(CCNC(=O)CCC3CCCCC3)cc12	-1.6	1.7	8.7
CN(Cc1ccc(Cl)cc1Cl)C(=O)c1cccc(CN2C(=O)CSC2=O)c1	-9.1	3.6	-3.2
COc1ccccc1NC(=O)C1=C(C)NC(=O)NC1c1ccc(Cl)cc1 (centres undefined)	-5.2	-0.7	-3.4
O=C1CC(C(=O)NCCCCc2ccccc2)c2ccc(F)cc2N1 (centres undefined)	/	3.3	-3.1
Cc1ccc(Cn2nc(-c3ccc4c(c3)OCO4)ccc2=O)cc1	/	10.4	-10.9
COC(=O)C1=C(C)N(C2CC2)C(=O)NC1c1ccc(Cl)cc1Cl (centres undefined)	-4.4	1.3	-2.9
CCSc1nc(CC(=O)N(C)Cc2csc(C(C)C)n2)cs1	-17.4	16.8	-3.0
COc1cc(C)c(NC(=O)c2cc(C)c(C)s2)cc1OC	/	1.0	-8.9

Next section:
SMILES	mcGAS inh	NPYLR7 ag	hcGAS inh
CCN1CCC(NC(=O)CN2CCN(S(=O)(=O)c3ccc(Br)c(C)c3)CC2)CC1	/	24.1	-13.3
COc1ccccc1NC(=O)c1cc2nc(-c3ccc(Br)cc3)cc(C(F)(F)F)n2n1	-3.7	5.4	-6.2
CCCN(CC(=O)Nc1cc(C)nn1C(C)(C)C)Cc1cnn(C)c1	/	0.6	-3.9
COc1ccc(-c2nnc(SCc3c(F)cccc3Cl)n2-c2ccc(C)cc2)cc1	-9.2	/	-11.3
CNC(=O)c1ccc(-c2ccc3nnc(-c4ccc(OCCCN(C)C)cc4)n3c2)cc1	-7.0	39.9	-7.1
CC(C)NC(=O)NC(=O)CSc1ncnc2c1cnn2-c1ccccc1	-0.7	1.4	-1.5
CCC(NC(=O)CCn1c(C)cc2ccccc21)c1cccnc1 (centres undefined)	-25.3	-2.9	-5.0
C=CCn1cnc(-c2ccccc2)c1-c1ccc(CN(C)S(C)(=O)=O)o1	-1.0	-3.0	0.1
O=S(=O)(c1ccccc1OC(F)(F)F)N1CCC(n2nc(-c3ccccc3)cc2-c2ccccc2)CC1	-3.4	16.6	-3.4
CCCNC(=O)Cn1c(-n2nc(C)cc2C)nc(C)c(C)c1=O	-8.0	-1.2	-10.7
CCOC1CCN(C(=O)c2c[nH]c3c(C)cccc3c2=O)CC1	/	2.9	-5.9
CCOc1ccccc1NC(=O)c1c(NC(=O)Cc2ccccc2)sc2c1CCCC2	-1.5	-3.4	-10.3
CC(C(=O)O)N1C(=O)/C(=C/c2cccc3ccccc23)SC1=S (centres undefined)	6.4	-3.3	1.5
O=C(CN(Cc1ccco1)C(=O)COc1ccc(Cl)cc1)Nc1cc(-c2ccccc2)nn1-c1ccccc1	-4.2	5.9	-7.4
O=C(NC1CCSc2ccccc21)c1cc(=O)c2ccccc2o1 (centres undefined)	-7.9	8.6	-8.8
Cc1ccc(-n2ncc3c(=O)n(NC(=O)C45CC6CC(CC(C6)C4)C5)cnc32)cc1C	/	13.2	-4.2
COc1cccc(OC)c1-c1ccc(-n2cncc2C(=O)NCc2ccc(-c3ccccc3)cc2)cc1	-4.0	6.3	0.1
CSc1ccccc1C(=O)NC(C)c1cnn(-c2ccccc2C)c1C (centres undefined)	-10.6	11.7	-7.6
CC(C)CNC(=O)c1cccc(CN(C)C2CCS(=O)CC2)c1 (centres undefined)	/	2.0	3.4

This is a random part of the collection; overall some 0.26% were active at least once.
